Source: PubChem
mHTT CaM bind = mHTT-calmodulin interaction abrogation; AlphaScreen His-mHTT/GST-CaM binding, luminescence; inhibition, % at 15 µM; AID 1671202; P42858; 190,000 compounds, 3.6% hits;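 further: 0% = both proteins with DMSO and 100% = one protein alone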
Target sequence (P42858 whole entry, looked up, stated change not applied): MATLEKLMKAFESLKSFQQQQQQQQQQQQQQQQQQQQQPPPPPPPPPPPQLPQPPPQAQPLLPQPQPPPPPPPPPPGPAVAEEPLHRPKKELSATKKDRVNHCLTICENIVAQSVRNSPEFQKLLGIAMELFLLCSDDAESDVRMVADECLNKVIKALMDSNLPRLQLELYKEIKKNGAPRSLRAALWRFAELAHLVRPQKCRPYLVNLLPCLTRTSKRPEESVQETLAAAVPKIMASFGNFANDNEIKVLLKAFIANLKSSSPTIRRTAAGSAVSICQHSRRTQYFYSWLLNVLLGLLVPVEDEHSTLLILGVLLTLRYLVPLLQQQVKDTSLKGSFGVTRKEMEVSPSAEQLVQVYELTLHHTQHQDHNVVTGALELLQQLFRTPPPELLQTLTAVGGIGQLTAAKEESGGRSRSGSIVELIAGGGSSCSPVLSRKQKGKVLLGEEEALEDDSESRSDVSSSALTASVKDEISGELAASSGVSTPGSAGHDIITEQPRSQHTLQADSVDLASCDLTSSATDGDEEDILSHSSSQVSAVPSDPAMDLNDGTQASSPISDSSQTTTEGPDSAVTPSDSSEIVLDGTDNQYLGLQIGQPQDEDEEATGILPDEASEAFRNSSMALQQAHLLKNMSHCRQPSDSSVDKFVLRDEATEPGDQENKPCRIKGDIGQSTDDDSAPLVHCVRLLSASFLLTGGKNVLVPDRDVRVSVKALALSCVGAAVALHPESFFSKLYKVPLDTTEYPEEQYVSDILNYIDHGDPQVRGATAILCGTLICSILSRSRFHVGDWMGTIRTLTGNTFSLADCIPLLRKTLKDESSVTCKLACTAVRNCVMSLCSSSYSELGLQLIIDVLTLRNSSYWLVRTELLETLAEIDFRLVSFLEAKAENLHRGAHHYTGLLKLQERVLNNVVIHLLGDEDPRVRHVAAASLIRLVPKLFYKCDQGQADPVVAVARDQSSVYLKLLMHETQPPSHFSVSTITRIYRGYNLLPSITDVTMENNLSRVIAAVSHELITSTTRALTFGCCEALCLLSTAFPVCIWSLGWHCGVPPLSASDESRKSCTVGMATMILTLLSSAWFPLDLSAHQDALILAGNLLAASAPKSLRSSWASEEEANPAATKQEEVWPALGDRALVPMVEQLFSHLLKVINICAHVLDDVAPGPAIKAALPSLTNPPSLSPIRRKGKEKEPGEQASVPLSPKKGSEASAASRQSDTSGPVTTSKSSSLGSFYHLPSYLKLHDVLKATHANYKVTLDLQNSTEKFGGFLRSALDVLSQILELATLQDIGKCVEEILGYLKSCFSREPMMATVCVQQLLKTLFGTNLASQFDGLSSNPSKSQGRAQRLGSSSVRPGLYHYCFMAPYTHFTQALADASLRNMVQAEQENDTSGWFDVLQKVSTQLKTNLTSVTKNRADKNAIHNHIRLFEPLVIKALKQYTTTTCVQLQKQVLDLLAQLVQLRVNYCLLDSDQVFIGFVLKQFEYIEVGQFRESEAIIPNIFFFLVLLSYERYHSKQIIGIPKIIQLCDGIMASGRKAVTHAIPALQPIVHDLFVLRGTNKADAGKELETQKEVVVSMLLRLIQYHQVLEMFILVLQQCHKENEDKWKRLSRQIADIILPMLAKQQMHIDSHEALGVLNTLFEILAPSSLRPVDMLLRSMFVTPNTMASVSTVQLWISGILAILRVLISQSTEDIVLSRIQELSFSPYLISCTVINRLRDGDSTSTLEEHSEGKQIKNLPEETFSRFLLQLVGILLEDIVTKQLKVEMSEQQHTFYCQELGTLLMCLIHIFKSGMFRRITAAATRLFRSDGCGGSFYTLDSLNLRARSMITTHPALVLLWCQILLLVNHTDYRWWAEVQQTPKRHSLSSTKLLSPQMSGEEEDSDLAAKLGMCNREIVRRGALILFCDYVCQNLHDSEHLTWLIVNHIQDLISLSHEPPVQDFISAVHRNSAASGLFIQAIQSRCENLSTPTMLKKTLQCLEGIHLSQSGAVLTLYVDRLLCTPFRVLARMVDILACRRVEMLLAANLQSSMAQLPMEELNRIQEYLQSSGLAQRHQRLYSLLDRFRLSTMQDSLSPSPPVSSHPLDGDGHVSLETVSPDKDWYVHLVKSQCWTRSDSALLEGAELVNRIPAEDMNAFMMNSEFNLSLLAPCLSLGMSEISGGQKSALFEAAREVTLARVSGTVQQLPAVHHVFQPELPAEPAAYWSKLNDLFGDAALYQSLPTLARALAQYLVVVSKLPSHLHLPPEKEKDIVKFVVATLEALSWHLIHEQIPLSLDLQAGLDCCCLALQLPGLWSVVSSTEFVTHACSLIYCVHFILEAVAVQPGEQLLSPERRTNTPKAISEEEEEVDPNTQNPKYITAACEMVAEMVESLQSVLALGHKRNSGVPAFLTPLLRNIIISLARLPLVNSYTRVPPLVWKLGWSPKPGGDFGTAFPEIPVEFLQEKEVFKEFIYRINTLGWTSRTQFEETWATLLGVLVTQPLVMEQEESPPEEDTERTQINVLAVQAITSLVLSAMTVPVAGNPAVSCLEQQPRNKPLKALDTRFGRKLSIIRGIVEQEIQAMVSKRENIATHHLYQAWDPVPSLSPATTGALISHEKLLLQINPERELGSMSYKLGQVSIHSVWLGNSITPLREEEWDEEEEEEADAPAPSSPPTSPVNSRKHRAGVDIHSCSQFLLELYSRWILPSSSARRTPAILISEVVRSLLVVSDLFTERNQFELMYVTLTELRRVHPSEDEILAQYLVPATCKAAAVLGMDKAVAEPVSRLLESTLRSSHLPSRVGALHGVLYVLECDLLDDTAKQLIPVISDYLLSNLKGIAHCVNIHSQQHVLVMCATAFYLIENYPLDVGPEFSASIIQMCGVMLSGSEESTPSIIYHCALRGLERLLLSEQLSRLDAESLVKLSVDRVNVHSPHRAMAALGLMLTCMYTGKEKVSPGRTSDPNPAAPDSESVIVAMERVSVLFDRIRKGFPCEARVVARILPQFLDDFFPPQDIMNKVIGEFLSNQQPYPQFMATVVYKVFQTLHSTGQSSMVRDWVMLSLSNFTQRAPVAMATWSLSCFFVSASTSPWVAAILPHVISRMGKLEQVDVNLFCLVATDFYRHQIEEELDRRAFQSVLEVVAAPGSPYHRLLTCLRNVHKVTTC
Pf apPOL inh = Pf-apPOL DNA polymerase inhibition; Recombinant Pf-apPOL, molecular beacon fluorescence, 1.5 h; inhibition, % at 10 µM; 210,000 compounds, 0.25% hits; AID 1794808
Starred values were filed as active, the others as inactive; · = not tested or not shown; & = joins results of further samples. No stated cut-off is given here; in the data, active means inhibition above about 50%; inactive means the rest. These rows are one share of the data (hit frequency here may not be typical).

Each structure is followed by: mHTT CaM bind	Pf apPOL inh
COc1ccc(-n2nc(C)c3sc(N4CCC(NC(=O)c5ccccc5)CC4)nc32)cc1
 : 1.4	-2.7
CCOc1ccccc1OCCCOc1ccccc1C(C)=O
 : -46.5	-6.2
CCN(CC)c1nc(C)nc2sc(C(=O)N(C)Cc3ccccc3)c(C)c12
 : 21.0	-3.9
O=C(Cn1nc2c(Sc3ccccc3)nccn2c1=O)Nc1ccc2c(c1)OCCO2
 : -1.2	7.5
O=C(CCC1CCCN(c2cc(NC3CC3)ncn2)C1)NCc1cccc(Cl)c1 (centres undefined)
 : 11.6	-4.5
Cc1ccc(NC(=O)N2CCCC(CC(=O)N3CCC(Cc4ccccc4)CC3)C2)cc1 (centres undefined)
 : 20.0	-5.3
COc1ccc(C2C(C(=O)Nc3ccc4c(c3)OCCO4)CC(=O)N2c2ccc(OC)cc2)cc1 (centres undefined)
 : 4.0	-2.4
CCOc1ccc(Nc2oc(-c3ccccc3)nc2C#N)cc1
 : 8.0	12.9
COc1cccc(C=C2Oc3cc(OCC(=O)O)ccc3C2=O)c1
 : 9.4	6.1
Cc1nc(C)c(C(=O)Nc2ccc(F)cc2F)s1
 : -3.6	-3.8
COc1cc(OC)c2c(c1)OC(=O)CC2c1cc(OC)c(OC)c(OC)c1 (centres undefined)
 : 3.2	-4.0
COc1ccc(C=Nc2sc3c(c2C#N)CCCC3)cc1[N+](=O)[O-]
 : 5.0	-3.7
Cc1cccc(CN2c3cc(C(=O)NCCN4CCN(C)CC4)ccc3OCC2C)c1 (centres undefined)
 : 4.8	-3.6
O=C(c1cccc([N+](=O)[O-])c1)N1c2ccccc2Sc2ccccc21
 : ·	-9.1
CCN(CCCNC(=O)C1CC(=O)N(C2CCCCCCC2)C1)c1cccc(C)c1 (centres undefined)
 : 53.0*	-5.1
CCn1c(C2CCN(C(=O)CCc3cccc(OC)c3)C2)nc2cccnc21 (centres undefined)
 : -1.8	-7.3
Cc1ccc(N=Cc2c(NCc3ccco3)nc3c(C)cccn3c2=O)cc1
 : -3.0	1.9
CCOc1ccccc1N1CC(O)=C(c2nc3ccccc3c(=O)[nH]2)C1=N
 : -1.0	-7.8
O=c1cc(O)c2sc3nc4c(cc3c2[nH]1)CCCCC4
 : -4.9	·
O=C(O)/C(=C\c1ccco1)NC(=O)c1ccc(Cl)cc1Cl
 : -1.0	-12.8
O=C1/C(=C/c2ccc3c(c2)OCO3)CCC/C1=C\c1ccc2c(c1)OCO2
 : 58.0*	-2.9
Cc1cccc(-c2ncccc2CNC(=O)c2ccc(F)c(F)c2)c1
 : -3.4	-2.4
CCC(=O)NCCc1csc(C2CCN(C(=O)Nc3cc(C)cc(C)c3)CC2)n1
 : 4.8	-2.7
O=C1CCCC2=C1C(c1cccs1)Nc1ccccc1N2 (centres undefined)
 : 2.0	-4.1
COc1ccc(C(O)CN2CCN(c3cccc(Cl)c3)CC2)cc1 (centres undefined)
 : -2.4	-1.5
CCCNC(=O)c1cc2nc(-c3ccc([N+](=O)[O-])cc3)cc(C(F)(F)F)n2n1
 : 1.0	3.0
O=C(Cn1nnc(-c2ccccc2F)n1)Nc1ccccc1F
 : -1.0	-11.8
COc1ccc(CCn2nnc3ccccc3c2=O)cc1OC
 : 16.0	-6.9&-3.1
O=C(Nc1nnc(-c2ccc(F)cc2)s1)c1cccs1
 : 5.1	-4.8
Cc1noc(COC2CCCN(C(=O)NCc3ccco3)C2)n1 (centres undefined)
 : -2.1	0.4

Next section:
Each structure is followed by: mHTT CaM bind	Pf apPOL inh
O=C(Cn1ccc2c(=O)[nH]ccc21)Nc1cccc(Br)c1
 : 15.9	46.1
Cc1ccc(C2=NC3(CCN(Cc4ccccc4Cl)CC3)NC2=O)cc1
 : 11.1	-1.5
COc1ccccc1CNC(=O)CCCN1C(=O)CCn2nc(C)cc21
 : -3.7	-2.9
Cc1cc(NC(=O)c2c(-c3ccccc3)noc2C)ccc1Br
 : -14.9	-1.0
Cc1ccccc1NC(=O)N1CCC2(CC1)NC(=O)c1ccccc1N2C
 : -1.6	8.6
COc1ccc2nc(C(=O)NC3CCCCCC3)cn2n1
 : -4.4	2.3
Cc1ccc(N(CC(=O)NCc2cccnc2)S(=O)(=O)c2ccccc2)cc1C
 : 2.3	-7.0
COC(=O)c1c2c(nc3c(C)cccc13)CCN(C(=O)c1ccccn1)C2
 : -7.9	-3.0
COc1ccc(C2OC(=O)C3(CCCCC3)C(=O)C2(C)C)cc1 (centres undefined)
 : 1.0	1.9
Cc1ccc(CS(=O)(=O)Cc2ccc(C(=O)NCCCN3CC(C)CC(C)C3)o2)cc1 (centres undefined)
 : 0.0	-11.9
CC(=O)Nc1ccc(Nc2c3c(c(C#N)c4nc5ccccc5n24)CCC3)cc1
 : 8.0	7.1
N#Cc1c(SCC(=O)NC23CC4CC(CC(C4)C2)C3)sc2c(=O)[nH]c(=O)[nH]c12
 : 6.0	·
Cc1cccc(CN2CCN(C3CCN(C(=O)Nc4cc(F)ccc4F)CC3)C2=O)c1
 : 4.7	-6.7
Cc1ccccc1NCN1C(=O)C2C3C=CC(C3)C2C1=O (centres undefined)
 : 1.0	2.9
CCOc1cccc(C2Nc3ccccc3NC3=C2C(=O)CC(c2ccc(OC)c(OC)c2)C3)c1 (centres undefined)
 : 21.0	-5.6
CCOc1ccc(C=C2Oc3c(ccc(O)c3CN3CCN(CC)CC3)C2=O)cc1
 : 2.6	-11.1
CSc1ccc(Br)cc1
 : ·	2.2
COCCC(=O)Nc1ccc2c(c1)CCC(=O)N2C
 : -9.7	5.1
COc1ccccc1CN1CCN(C(=O)CC(C)C)CC1
 : -2.7	-1.5
Cc1c(C)c(C)c(CSCC(=O)NN)c(C)c1C
 : ·	24.2
CC(=O)c1ccc(C(C)(C)C)cc1NC(=O)c1cccs1
 : -9.1	-4.4
Cc1cccc(NC(=O)N2CCC(CCNC(=O)COc3ccccc3)CC2)c1
 : -2.4	7.0
O=C(NCc1ccccn1)C(=O)Nc1nccs1
 : 0.5	1.9
CC(C)CCNC(=O)C1CC(=O)N(CCc2ccccc2)C1 (centres undefined)
 : -10.8	3.6
Fc1cc(F)cc(-c2nc(-c3cccc(-c4ccn[nH]4)c3)no2)c1
 : 16.3	-2.2
COc1ccc(N2CC(CNS(=O)(=O)c3ccc4c(c3)CCCC4)CC2=O)cc1 (centres undefined)
 : 14.3	-5.8
CCN(CC)C(=O)CSc1nc(O)c(Cc2ccccc2)c(=O)[nH]1
 : -3.7	-2.7
CCN1CCN(CCNC(=O)CC2CCN(c3ccnc(NC)n3)CC2)CC1
 : 3.4	-5.7
O=C(Nc1ccc(C(=O)N2CCCCC2)cc1)C1CCCC1
 : -2.5	-2.6
CC1CCN(Cc2csc(N3CCN(C(=O)c4ccoc4)CC3)n2)CC1
 : 9.5	1.7

(more compounds)
Each structure is followed by: mHTT CaM bind	Pf apPOL inh
Cc1csc(NC(=O)c2ccc([N+](=O)[O-])cc2Cl)n1
 : 9.3	-1.2
O=[N+]([O-])c1ccc(N=Cc2nc(-c3ccc(Br)cc3)oc2O)cc1
 : 3.0	-2.1
O=C(Nc1ccccc1)c1ccc(-c2nc3cccnc3n(C3CCCC3)c2=O)cc1
 : 15.0	-3.6
C=CCNC(=O)/C(=C\c1ccc2c(c1)OCO2)NC(=O)c1ccc(OC)cc1
 : -2.0	-3.6
CCOC(=O)C(=CNc1nc(-c2cc(C#N)c(=O)[nH]c2C)cs1)C(=O)OCC
 : ·	-0.7
COc1cccc(-c2cn3c4c(=O)n(C)c(=O)n(C)c4nc3n2-c2cccc(C)c2)c1
 : 7.0	-8.8
CCOc1ccccc1NC(=O)N1CCCC(C)(C(=O)NCc2ccccc2)C1 (centres undefined)
 : 6.7	-6.8
Cc1oc(C2CCN(C(=O)Nc3ccc(F)cc3F)CC2)nc1C(=O)N(C)C
 : -2.3	-2.1
COc1ccc(OC)c(Nc2ncnc3c2cnn3-c2ccc(C)cc2C)c1
 : 26.0	2.5
O=C1C(=Cc2ccco2)Oc2c1ccc1c2CN(CC2CCCO2)CO1 (centres undefined)
 : 22.9	-7.3
CC(C)c1cc(C(=O)N2CCOCC2)nc2ccnn12
 : -5.7	-1.0
Cc1ccc(C2C(C#N)=C(N)Oc3cc(C)oc(=O)c32)o1 (centres undefined)
 : 1.5&-1.0	-0.6
O=C(Cc1cccs1)N1CCC(COc2ccc(C(=O)N3CCCCC3)cc2)CC1
 : -6.4	-5.3
CCCCNC(=O)n1ccc(-c2nn(-c3ccc(F)cc3)ccc2=O)n1
 : ·	-8.0
COc1ccc(C(=O)n2nc(C)c(Sc3ccc(C)cc3)c2C)cc1
 : -126.0	-5.0
O=C(CSc1cc(N2CCCCC2)ncn1)Nc1cccc(C(F)(F)F)c1
 : -10.4	2.4
Cc1cccc(C=C2Oc3c(ccc(O)c3CN3CCN(C)CC3)C2=O)c1
 : 6.9	-18.6
COc1cc(OC)c2c(-c3ccccc3)cc(=O)oc2c1C(CCN1CCCC(C)C1)c1ccc2c(c1)OCO2 (centres undefined)
 : 100.2*	-12.0
CC1CCCCN1CCCNC(=O)c1ccc2c(c1)NC(=O)C(N1CCCCC1)S2 (centres undefined)
 : -2.0	-10.4
CC1(C)c2ccccc2N(CCO)C12C=Cc1cc([N+](=O)[O-])ccc1O2 (centres undefined)
 : 62.0*	4.2
Cc1cc(OCC(=O)N2CCc3ccccc32)ccc1Cl
 : -5.3	4.8
Clc1ccc(OCc2nn[nH]n2)c(Cl)c1
 : ·	-3.7
CSc1ncccc1C(=O)Nc1ccc2c(c1)CN(C(=O)C1CC1)CC2
 : 2.6	-6.5
O=C(Nc1ccccc1Cl)Nc1c[nH]c2ccccc12
 : 23.3	8.8
COc1cc(/C=C2\N=C(SC)SC2=O)cc(OC)c1OC
 : 36.0	13.4
Cc1nn(C(CC(=O)O)C(=O)O)c(C)c1Br (centres undefined)
 : -3.5	3.4
Cc1nnc2sc(SCC(=O)Nc3cccc(C(F)(F)F)c3)nn2c1=O
 : 99.0*	0.1
Cc1cc(C(=O)N(Cc2ccccn2)c2nc3ccc(F)cc3s2)c(C)o1
 : -2.3	-1.7
CCOC(=O)c1cnn(-c2ncnc3sc4c(c23)CCN(C(=O)OCC)C4)c1N
 : ·	2.1
O=C(Nc1nc(-c2cc([N+](=O)[O-])cs2)cs1)c1cc(-c2ccco2)on1
 : -10.4	3.5

Look-ups from the entries so far:
Result for `COc1ccc(N2CC(CNS(=O)(=O)c3ccc4c(c3)CCCC4)CC2=O)cc1` (centres undefined) in Pf apPOL inh: -5.8
Result for `COc1cccc(C=C2Oc3cc(OCC(=O)O)ccc3C2=O)c1` in Pf apPOL inh: 6.1
Result for `COC(=O)c1c2c(nc3c(C)cccc13)CCN(C(=O)c1ccccn1)C2` in Pf apPOL inh: -3.0
Result for `CC1CCCCN1CCCNC(=O)c1ccc2c(c1)NC(=O)C(N1CCCCC1)S2` (centres undefined) in Pf apPOL inh: -10.4
Result for `Clc1ccc(OCc2nn[nH]n2)c(Cl)c1` in Pf apPOL inh: -3.7
Result for `O=C(Nc1nnc(-c2ccc(F)cc2)s1)c1cccs1` in mHTT CaM bind: 5.1
Result for `Cc1cc(OCC(=O)N2CCc3ccccc32)ccc1Cl` in Pf apPOL inh: 4.8

A different layout for part of the listing above.
Molecule | mHTT CaM bind | Pf apPOL inh
Cc1noc(COC2CCCN(C(=O)NCc3ccco3)C2)n1 (centres undefined) | -2.1 | 0.4
Cc1cccc(NC(=O)N2CCC(CCNC(=O)COc3ccccc3)CC2)c1 | -2.4 | 7.0

More entries
Each structure is followed by: mHTT CaM bind	Pf apPOL inh
COc1ccc(-c2csc(Nc3ccccc3OC)n2)cc1F
 : 42.7	10.8
CN(C)CCCNC(=O)c1ccccc1[N+](=O)[O-]
 : 2.5	-5.7
O=C1CSC(c2ccccc2Br)N1c1c(F)cccc1F (centres undefined)
 : 0.0	-0.5
O=C(Nc1nccs1)C(=S)N1CCOCC1
 : 4.2	·
O=C1CCS(=O)(=O)N1c1ccc(S(=O)(=O)N2CCc3ccccc3C2)cc1
 : -8.9	-3.9
O=C(Cc1csc(NC(=O)c2cccs2)n1)NCCn1ncccc1=O
 : -13.4	-11.3
Cc1ccccc1C(=O)N1CCN(c2ccc(Cl)cc2C)C(=O)C1C (centres undefined)
 : -3.4	2.0
N#CC1=C(N)SC(N)=C(C#N)C1c1ccc(Cl)cc1
 : 32.0	12.6
Cc1oc(C2CCN(C(=O)Nc3ccccc3C(F)(F)F)CC2)nc1C(=O)N(C)C
 : -6.0	5.7
O=C1c2ccccc2C(=O)N1Cc1ccccc1
 : -3.5	-0.7
Cc1ccc(-c2nc3s/c(=C\c4ccccc4)c(=O)n3n2)cc1
 : 7.0	-5.3
O=C1C(=O)N(CCCN2CCOCC2)C(c2ccccn2)C1=C(O)c1ccc(F)cc1 (centres undefined)
 : -17.2	-8.0
O=C(c1ccc(F)c(F)c1)N1CCC2(CC1)NC(=O)N(Cc1ccc(Cl)cc1)C2=O
 : 7.1	-3.3
N#Cc1c(-c2ccco2)cc(-c2ccco2)nc1N
 : ·	-1.0
COc1cc(NC(=O)Nc2cccc(C(F)(F)F)c2)ccc1N1CCCC1=O
 : -6.1	-4.4
Cn1cc(-c2cc3n(n2)CCCN3C(=O)CCC(=O)NCc2ccco2)c2ccccc21
 : 49.8	-0.7
Cc1sc(N)nc1-c1cc2ccccc2oc1=O
 : -1.0	0.1
Cc1cccn2c(=O)c3cc(C(=O)NCc4ccccc4)c(=N)n(CCCn4ccnc4)c3nc12
 : 27.0	-1.8
COc1cccc(C2=Cc3ccc(F)cc3C(CC(C)=O)N2c2ccc(C#CCCO)cc2)c1 (centres undefined)
 : 2.7	-6.3
Cc1c(C(C)(C)C)sc(=NC(=O)c2ccccc2O)n1C
 : -8.0	0.0
Cn1c(=O)c([N+](=O)[O-])c(NCCO)c2ccccc21
 : -5.1	-8.1
O=C(NCc1ccccn1)c1cc2c(s1)CN(C1CCCC1)C2
 : -6.2	-14.0
Cc1cc(Br)ccc1NS(=O)(=O)c1ccc2[nH]c(=O)c(=O)[nH]c2c1
 : -1.0	-1.2
O=C(c1ccc2c(c1)OCO2)N1CC(C(=O)N2CCCCC2)C(c2ccccc2)C1 (centres undefined)
 : 2.6	0.9
Cc1ccc(NC(NC(=O)c2ccccc2)C(Cl)Cl)cc1 (centres undefined)
 : -2.0	-4.8
CCSc1nc(C)c2cc(OC)ccc2n1
 : -16.3	-11.7
